Screening results as filed in PubChem BioAssay.
KB-V1 MDR tox – qHTS assay for MDR1-selective chemotherapeutics: Primary screen using the drug-selected MDR subline cells KB-V1; AID 1347076, 2019; Potency, µM (highest dose often 46.1 µM), for the others: top-dose activity change, negative = cytotoxicity, most hits filed as cytotoxic; KB-V1 MDR cells viability, CellTiter-Glo, 72 h; 3.4% of 400,000 active; note: potency is the fitted concentration of half-maximal effect; % is set by controls: 0 for no effect and ±100 for the full control effect; nearly all actives have a fitted effect of over 60% in size
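Cytotoxicity toward P-gp-expressing KB-V1 cells was determined as loss of CellTiter-Glo luminescence after 72 h at 37 degrees C. Compounds were tested in quantitative HTS format across a concentration range, with curves fitted to normalized data.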
IL-1B inflam inh – qHTS for Inhibitors of Inflammasome Signaling: IL-1-beta AlphaLISA Primary Screen. activity change, % at 57.5 µM. THP-1 LPS/ATP IL-1B secretion, AlphaLISA, 16 h; active compounds read low. AID 743279, 2014. 4.7% of 360,000 active; in the data active = activity change below about -50%; inconclusive = mostly about -30% to -49%; note: % is set by controls: 0 for no effect and ±100 for the full control effect
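THP-1 cells pretreated 1 hr with compounds (up to 57.5 uM final), then stimulated with LPS (250 ng/mL final) plus ATP (1.25 mM final); secreted IL-1B measured by AlphaLISA after 16 hr, decreased signal indicating inhibition.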
HT1080-NT tox – qHTS for induction of synthetic lethality in tumor cells producing 2HG: qHTS for the HT-1080-NT fibrosarcoma cell line; HT-1080-NT fibrosarcoma viability, CellTiter-Glo ATP luminescence, 48 h; Potency, µM (titrated, usually from 46.1 µM), for the others: at the highest dose activity, negative = less viability, most hits filed as cytotoxic; 1.6% of 360,000 active; AID 686970, 2013;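 note: NT is the 2HG producing partner of a matched IDH1 knockdown line; potency is the fitted concentration of half-maximal effect; 0% = DMSO-treated cells and -100% = media-only wells without cells; nearly all actives have a fitted effect of over 55% in size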
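Toxicity toward the 2HG-producing NT line was scored as %Activity, normalised to DMSO and no-cell wells, from CellTiter-Glo luminescence after 48 hours' treatment.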
HT1080 IDH1KD tx – qHTS for induction of synthetic lethality in tumor cells producing 2HG: qHTS for the HT-1080-IDH1KD cell line; 2% of 360,000 active; Potency, µM (series often up to 46.1 µM), inactives show at the highest dose activity, negative = toxicity, usual class: cytotoxic; HT-1080 IDH1 knockdown viability, ATP luminescence, 48 h; AID 686971, 2013;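 note: potency is the fitted concentration of half-maximal effect; 0% = DMSO wells and -100% = cell-free medium wells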
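In this qHTS, HT-1080 cells depleted of IDH1 are exposed for 48 h at 37 °C to compound titrations. Toxicity is scored from CellTiter-Glo luminescence, with DMSO as full viability and medium alone as none.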
GLP1R cytotox – qHTS of GLP-1 Receptor Inverse Agonists: Cytotox Screen. HEK293 cAMP-luciferase reporter cells, luminescence, 24 h. Potency, µM (doses to about 38.3 µM), for inactives: at the top dose activity change, negative = inhibition, actives largely listed as inhibitors. 0.13% of 410,000 active;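 note: loss of luciferase light is scored as toxicity; potency is the fitted concentration of half-maximal effect; % is set by controls: 0 for no effect and ±100 for the full control effect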
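Luminescence readout: signal drop marks cytotoxicity. Plated cells grew 12 h at 37 °C, 5% CO2, received 23 nL compound for 24 h, then got luciferase reagent, read after 12 min at RT.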
KB-3-1 cytotox – qHTS assay for MDR1-selective chemotherapeutics: Primary screen using the parental adenocarcinoma cell KB-3-1; KB-3-1 viability, CellTiter-Glo ATP luminescence, 72 h; Potency, µM (highest dose often 46.1 µM), inactives show top-dose activity change, negative = cytotoxic, hits mostly cytotoxic; AID 1347075, 2019; 1.4% of 400,000 active; note: potency is the fitted concentration of half-maximal effect; % is set by controls: 0 for no effect and ±100 for the full control effect; nearly all actives have a fitted effect of over 60% in size
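Parental KB-3-1 viability, qHTS format: 72 h compound exposure, 37 °C; CellTiter-Glo; media-only wells and DMSO plates as controls; concentration-effect fits on corrected data.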
D3 ag – qHTS of D3 Dopamine Receptor Agonist: qHTS; max activation, %; 0.58% of 410,000 active; D3R DiscoveRx beta-arrestin cells, luminescence, 90 min; D(3) dopamine receptor (Homo sapiens), P35462; AID 652048, 2013; in the data active = max activation above about 30%; note: 0% is about no effect; mostly tested at two doses, the higher about 12 µM
Target sequence (P35462 whole entry, looked up): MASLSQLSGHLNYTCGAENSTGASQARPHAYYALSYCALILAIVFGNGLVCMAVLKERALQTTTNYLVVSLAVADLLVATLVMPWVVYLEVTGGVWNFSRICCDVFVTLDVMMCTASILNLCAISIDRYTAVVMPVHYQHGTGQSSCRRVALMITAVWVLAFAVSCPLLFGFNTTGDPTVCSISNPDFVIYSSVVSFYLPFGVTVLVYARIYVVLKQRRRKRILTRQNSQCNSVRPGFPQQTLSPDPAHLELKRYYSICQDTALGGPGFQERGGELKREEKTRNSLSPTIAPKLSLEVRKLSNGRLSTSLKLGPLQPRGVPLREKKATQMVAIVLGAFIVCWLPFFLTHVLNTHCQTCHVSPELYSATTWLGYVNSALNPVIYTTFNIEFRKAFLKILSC
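Cells at 1500/well, incubated overnight, then treated with pinned compounds (dopamine as control) for 90 min at 37 degrees C. DiscoveRx reagent added for 30 - 60 minutes at room temperature; luminescence read.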
SW480 rereplic – A quantitative high throughput screen for small molecules that induce DNA re-replication in SW480 colon adenocarcinoma cells; SW480 DNA re-replication, Hoechst DNA content imaging, 48 h; Potency, µM (doses to about 46.1 µM), inactives show at the highest dose re-replication activation, hits mostly activators; 1.8% of 340,000 active; note: potency is the fitted concentration of half-maximal effect; % of control where 0% means no effect; nearly all actives have a fitted effect of over 55% in size
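Hoechst fluorescence of nuclei (405 nm excitation, 500-530 nm emission) measured by plate-scanning imager after 48 hr compound exposure at 37 C; re-replication scored as increased number of nuclei with elevated intensity.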
MCF10A rerep – A quantitative high throughput screen for small molecules that induce DNA re-replication in MCF 10a normal breast cells; AID 624296, 2012; 2.9% of 350,000 active; Potency, µM (titrated, usually from 46.1 µM), for inactives: top-dose activity, positive = re-replication, most hits filed as activators; MCF 10A DNA re-replication, Hoechst nuclear intensity, 48 h; note: potency is the fitted concentration of half-maximal effect; % of control where 0% means no effect; nearly all actives have a fitted effect of over 50% in size
* = called active by the depositor; ? = inconclusive; · = no result given; & = joins results of further samples; [ ] = another dose, or the depositor's remark. Unless noted, calls come from the whole dose curve; as a rule, active = well fitted curve in the direction sought with a large enough effect; inconclusive = small, poorly fitted or top-dose-only effect, or another doubt; inactive = no such curve, though single readings can be large; an effect the other way counts as inactive or inconclusive.

Values run as follows: KB-V1 MDR tox	IL-1B inflam inh	HT1080-NT tox	HT1080 IDH1KD tx	GLP1R cytotox	KB-3-1 cytotox	D3 ag	SW480 rereplic	MCF10A rerep
Cc1cc(C)cc(NC(=O)C2CC(=O)N(c3ccccc3)C2)c1 (stereo not drawn)
 : 9.6%	·	·	·	1.0%	3.0%	-11.1	·	·
Cc1ccccc1/C=N/NC(=O)c1sccc1C
 : ?	3.1	-22.3%	-17.3%	-1.9%	-0.9%	-13.5	3.2%	5.4%
Cc1noc(C(=O)N(C)c2ccccc2)c1Cl
 : ?	11.5	0.3%	-4.9%	8.0%	-1.8%	3.2	-20.1%	-0.4%
COc1ccc2cc(CCNC(=O)c3ccc(Br)o3)c(=O)[nH]c2c1
 : -5.9%	-10.0	-3.8%	10.3%	-24.6%	8.4%	-3.3	-3.4%	1.2%
Cc1cc2c(cc1S(=O)(=O)Nc1c(C)cccc1C)n(C)c(=O)c(=O)n2C
 : 6.6%	47.6	-0.6%	0.3%	-5.7%	-0.5%	-2.6	-7.6%	-4.7%
O=S(=O)(NCCOc1ccccc1Cl)c1ccc2oc3ccccc3c2c1
 : 10.8%	35.3	-22.6%	?	-4.9%	-5.2%	2.8	0.0%	?
CCC(c1n[nH]c(=S)n1-c1ccccc1)N(C)C (stereo not drawn)
 : 4.9%	6.5	23.1%	27.8%	-11.2%	2.3%	1.8	-71.7%[inhibitor]	?
CCN=c1scc(-c2ccccc2)n1/N=C/c1ccccn1
 : ?	-58.1*	?	?	78.5%[activator]	8.2µM*	-3.4	-3.4%	20.6µM*
Cc1cccc2cc(COC(=O)c3cccs3)c(=O)[nH]c12
 : 17.7%	-10.0	-25.9%	-21.2%	3.2%	-0.7%	0.9	0.5%	2.2%
O=C(CN(Cc1ccco1)C(=O)CCC(=O)Nc1ccccn1)NCc1ccccc1
 : -13.7%	1.3	5.8%	-1.4%	1.1%	-14.0%	3.0	-2.4%	-5.8%
COc1ccc(NC(=O)C2CCCN(c3nn4c(=O)cc(C)nc4s3)C2)c(OC)c1 (stereo not drawn)
 : 0.0%	-2.9	9.3%	3.8%	-10.0%	-5.7%	5.4	4.0%	-0.1%
CC(C)c1ccccc1-n1c(SCC(=O)N2CCc3ccccc3C2)nc2ccccc2c1=O
 : 19.8%	?	-19.2%	?	6.0%	?	4.8	-5.2%	?
Cc1ccc2c(c1)c(=O)c1ccccc1n2CCCC(=O)Nc1ccc(Cl)c(Cl)c1
 : -20.9%	·	·	·	-10.2%	18.4%	16.9	·	·
Cc1cc(NC(=O)COC(=O)C2CC(=O)N(c3ccccc3)C2)no1 (stereo not drawn)
 : 2.1%	-10.2	25.1%	21.1%	-3.4%	-4.3%	-7.7	-6.0%	-0.4%
COCCN(CCOC)S(=O)(=O)c1ccc(C(=O)Nc2nc(C)c(C(C)=O)s2)cc1
 : -5.1%	20.4	9.6%	-0.4%	4.5%	-14.1%	4.2	2.6%	10.8%
COc1ccc(OCc2nn3c(Cn4cnc5ccccc54)nnc3s2)cc1
 : ?	2.3	?	-22.3%	9.1%	2.1%	-1.3	14.3%	-9.4%
O=C(NCc1ccccn1)c1ccc2ccccc2n1
 : 2.9%	-29.6	?	8.8%	-9.7%	4.5%	1.1	1.1%	-2.1%
Cc1cnc(C(=O)OCC(=O)Nc2ccc(C)c(S(=O)(=O)N3CCCCC3)c2)cn1
 : 0.2%	-4.5	-9.9%	-4.9%	-2.5%	4.1%	1.7	-2.8%	-40.0%[inhibitor]
Cn1c(=O)n(Cc2ccc(Cl)cc2)c2ccccc21
 : -18.6%	?	5.9%	-16.7%	-23.7%	-2.1%	-6.6	-3.0%	-17.8%
O=C(O)CCCC(=O)N1N=C(c2ccccc2)CC1c1ccc2c(c1)OCO2 (stereo not drawn)
 : -15.1%	11.0	24.5%	16.8%	9.4%	1.3%	-1.1	-2.7%	0.5%

Whole records, quoted from the list. Order of values: KB-V1 MDR tox	IL-1B inflam inh	HT1080-NT tox	HT1080 IDH1KD tx	GLP1R cytotox	KB-3-1 cytotox	D3 ag	SW480 rereplic	MCF10A rerep
Record of Cn1c(=O)n(Cc2ccc(Cl)cc2)c2ccccc21 : -18.6%	?	5.9%	-16.7%	-23.7%	-2.1%	-6.6	-3.0%	-17.8%
Record of CC(C)c1ccccc1-n1c(SCC(=O)N2CCc3ccccc3C2)nc2ccccc2c1=O : 19.8%	?	-19.2%	?	6.0%	?	4.8	-5.2%	?

More records
Values run as follows: KB-V1 MDR tox	IL-1B inflam inh	HT1080-NT tox	HT1080 IDH1KD tx	GLP1R cytotox	KB-3-1 cytotox	D3 ag	SW480 rereplic	MCF10A rerep
CC(C)Nc1nc(NC(C)C)nc(SCC(N)=O)n1
 : -2.5%	16.9	-0.6%	3.5%	3.0%	14.7%	-4.9	1.6%	-3.6%
O=C(COC(=O)CNC(=O)c1ccccc1F)Nc1nnc(-c2ccccc2)o1
 : 5.8%	-2.8	6.0%	9.6%	-0.6%	9.6%	-12.7	-715.2%[inhibitor]	-2.6%
CC(C)Oc1ccc(/C=N/NC(N)=S)cc1
 : 14.6µM*	2.1	?	14.6µM*	?	?	3.8	?	?
CS(=O)(=O)N1CCCC(C(=O)Nc2c(F)cccc2F)C1 (stereo not drawn)
 : -2.6%	10.5	5.5%	4.7%	21.1%	0.0%	-2.2	-3.9%	?
Cc1cc(NC(=O)c2cccnc2)ccc1Br
 : -7.9%	-5.8	9.0%	9.8%	2.0%	-3.0%	-0.4	-18.5%	?
COCc1cc(=O)[nH]c2cc(NC(=O)C(C)(C)CCl)c(C)cc12
 : 8.0%	35.1	-7.0%	1.4%	-28.9%	11.7%	7.7	-5.2%	-0.2%
Cc1ccc(O)c(N=Cc2cccs2)c1
 : 0.6%	-1.1	2.0%	2.4%	-24.2%	-1.2%	-3.4	0.6%	2.8%
COc1ccc(NC(=O)CN2CCN(c3ccccc3Cl)CC2)cc1
 : -27.6%	4.5	7.4%	13.7%	-1.2%	?	-12.4	-18.7%	6.2%
Cn1nnc(NC(=O)c2cccs2)n1
 : ?	14.6	3.7%	0.1%	5.8%	14.6%	4.8	3.2%	-4.6%
CC(C)(C)C(=O)CN1C(=O)NC2(CCCc3ccccc32)C1=O (stereo not drawn)
 : 9.5%	20.7	6.9%	10.9%	4.0%	16.0%	2.0	-10.8%	-1.0%
Cc1ccc(OCCNC(=O)CCc2nc3sc4c(c3c(=O)[nH]2)CCCC4)cc1
 : 16.6%	69.3	-15.1%	-2.6%	-14.2%	-4.1%	1.3	2.1%	?
CC1CCCCN1CCCNC(=O)Cn1ncc2c([nH]c3ccccc32)c1=O (stereo not drawn)
 : 7.9%&8.6%	14.3	-8.0%	-5.5%	0.6%&1.8%	-8.8%&7.4%	-4.0&-5.2	-33.1%[inhibitor]	11.1%
COc1ccccc1C(=O)NCC(=O)NCc1cc(=O)n(C)c(=O)n1C
 : 1.2%	12.5	-0.7%	8.8%	-16.5%	7.0%	-2.7	2.5%	-6.4%
Nn1cnnc1SC1CCCCC1NS(=O)(=O)c1ccccc1 (stereo not drawn)
 : 0.0%	-3.2	-1.2%	2.1%	20.6%	0.6%	-4.4	-0.9%	11.0%
Cn1c(=O)c2c(ncn2CC(O)CNc2cccc(Cl)c2)n(C)c1=O (stereo not drawn)
 : ?	15.8	-5.2%	-12.8%	5.5%[0.307 µM]	0.5%	7.7	19.7%	0.1%
CCCNC(=O)CS(=O)(=O)Cc1nc(-c2cccc(OC)c2)oc1C
 : -16.1%	-1.3	0.7%	-2.0%	-0.6%	-12.7%	0.0	-2.5%	-11.7%
O=C(NC1(C(F)(F)F)NC(=O)N(Cc2ccco2)C1=O)c1cccnc1 (stereo not drawn)
 : 9.2%	0.0	8.2%	11.3%	-6.7%	-1.3%	-5.3	-2.9%	-1.3%
CCCCOc1ccc(C2=NC(c3ccncc3)=Nc3ccc(Br)cc3N2)cc1
 : -0.9%	·	·	·	2.9%	-16.6%	8.0	·	·
COc1ccccc1N(C(=O)Cn1nnc(-c2ccc(C)o2)n1)C(C(=O)NC1CCCC1)c1ccncc1 (stereo not drawn)
 : 20.8%	34.0	-6.2%	-3.2%	-2.7%	?	-18.3	3.3%	-29.0%
COc1cc(/C=C2/C(=O)CNC2=O)ccc1O
 : -1.2%	25.5	15.7%	25.0%	?	3.6%	-1.7	-0.2%	-15.4%
Cn1c(SCC(=O)NC(c2ccccc2)c2ccccc2)nnc1-c1cccs1
 : -25.9%	34.8	-13.0%	3.8%	10.1%	17.9%	-0.3	2.4%	-15.8%
C=CCn1c(C)cc(C2=NNC(=NCC)SC2)c1C
 : 0.0%	-14.5	?	?	-19.3%	0.0%	-0.1	1.9%	?
COc1ccc([N+](=O)[O-])cc1NC(=S)NC(C)=O
 : 10.7%	4.1	1.7%	11.3%	-23.9%	1.2%	-1.5	-145.6%[inhibitor]	1.7%
